Source: PubChem BioAssay
ABCB6 inh MLPCN – human ABCB6 transporter inhibition; Q9NP58; K562-ABCB6 porphyrin accumulation, flow cytometry, 1 h; stronger effect = lower value; fluorescence ratio to DMSO, % at 10 µM; 0.19% of 360,000 active; AID 602162;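 active means fluorescence ratio to DMSO below 75%, the collection mean minus 3 SD; inconclusive means too few cells collected in the well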;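 further: signal is porphyrin accumulated inside mitochondria; 100% equals median channel fluorescence of DMSO control wells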
Target sequence (Q9NP58 whole entry, looked up): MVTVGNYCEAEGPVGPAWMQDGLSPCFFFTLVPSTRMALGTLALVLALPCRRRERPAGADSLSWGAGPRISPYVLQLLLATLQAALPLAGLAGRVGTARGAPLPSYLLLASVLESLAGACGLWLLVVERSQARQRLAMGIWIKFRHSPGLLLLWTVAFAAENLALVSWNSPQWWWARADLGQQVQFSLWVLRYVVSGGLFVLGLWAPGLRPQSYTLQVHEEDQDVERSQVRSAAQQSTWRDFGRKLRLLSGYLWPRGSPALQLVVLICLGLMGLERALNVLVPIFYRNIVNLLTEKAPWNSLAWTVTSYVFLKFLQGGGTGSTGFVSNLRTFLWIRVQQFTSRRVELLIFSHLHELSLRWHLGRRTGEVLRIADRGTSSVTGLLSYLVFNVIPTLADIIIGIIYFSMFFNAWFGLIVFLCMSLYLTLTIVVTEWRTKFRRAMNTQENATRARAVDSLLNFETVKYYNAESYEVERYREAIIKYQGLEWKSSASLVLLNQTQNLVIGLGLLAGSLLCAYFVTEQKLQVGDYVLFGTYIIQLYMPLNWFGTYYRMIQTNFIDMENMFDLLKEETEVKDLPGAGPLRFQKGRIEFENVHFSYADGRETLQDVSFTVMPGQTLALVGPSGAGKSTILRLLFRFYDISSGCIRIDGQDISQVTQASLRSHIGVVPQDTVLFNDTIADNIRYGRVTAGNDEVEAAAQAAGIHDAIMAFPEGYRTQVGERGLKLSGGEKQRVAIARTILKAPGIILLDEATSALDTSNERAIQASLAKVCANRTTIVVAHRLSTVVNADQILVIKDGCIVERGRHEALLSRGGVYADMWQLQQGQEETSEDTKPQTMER
aDG glyco act – increases alpha dystroglycan glycosylation; Pro5-aDG cells, alpha-DG glycosylation AlphaScreen (IIH6); 0% Pro5, 100% B10-LARGE cell signal; activation, % at 10 µM; 0.22% of 360,000 active;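 active means activation of at least 8% versus controls, or a plate z-score of at least 8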;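 further: Pro5 are CHO cells carrying HIG-tagged alpha-DG that lacks glycosylation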
iPSC survival up – increases survival of single human iPS cells; hiPSC single-cell survival, ATPlite luminescence; 100% = ROCK inhibitor wells, 0% = DMSO; AID 602274; survival enhancement, % at 20 µM; 0.044% of 360,000 active; in the data active means survival enhancement above about 18%;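 further: cells exposed to compounds for 16 hours before the ATP read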
Exocytosis inh – lytic granule exocytosis inhibition | inhibition, % at 10 µM | AID 651702 | 0.66% of 360,000 active | TALL-104 LAMP-1 surface exposure, flow cytometry; cells stimulated with thapsigargin and PMA;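 active means inhibition above about 55%, limit read from the data; inconclusive means no clear call, values can overlap the other calls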
CaV13 ICDI inh – Disruptors of the CACNA1D IQ motif to Ca2+-dependent inactivation inhibitor domain association, primary screening, Förster resonance energy transfer in intact living …. inhibition, % at 12.3 µM. 0.098% of 340,000 active. HEK cells, CFP/YFP FRET ICDI-IQ, plate reader, 10 min; percent FRET-ratio fall versus neutral wells;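 active means mean replicate inhibition of at least 30% and at least 1% of replicates passing that level; inconclusive means only one of the two criteria is met; inactive means neither criterion is met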;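 further: 0% = median of the neutral control wells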
Vif inh – inhibitors of HIV Vif; HEK293T cells, Vif self-association by quenched fluorescence, imaging, 24 h; inhibition, % at 7.49 µM; 0.35% of 340,000 active; AID 602346; in the data active means inhibition above about 50%, passing the limit was not always enough; inconclusive means no clear call, values can overlap the other calls; inactive means below about 31%; further: some results filed as inactive read as strong as hits
PDI turbidity – PDI (human) enzyme inhibition. inhibition, % at 10 µM. AID 588391. 0.052% of 350,000 active. PDI insulin aggregation turbidity, A650, 90 min;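 active means mean inhibition across replicates of 30% or more, whatever share of single replicates reach that level; inconclusive means mean inhibition below 30% while every single replicate reaches 30%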;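 further: absorbance from insulin aggregation driven by PDI reduction with DTT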
Glyco luc inh – blocks N-linked glycosylation in D54 reporter cells | reporter increase, % at 12.5 µM | 0.23% of 360,000 active | D54 ERlucT glycosylation luciferase reporter, 24 h; percent of 100 nM tunicamycin response;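 active means mean luciferase reporter signal, scaled so untreated is 0 and the glycosylation-blocking control 100, at or above a set limit in every replicate; inconclusive means mean reaches the limit but not every replicate does; inactive means mean below the limit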;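 further: luciferase carries N-glycosylation sites so blocking glycosylation raises the light; 0% = median of neutral control wells and 100% = median of 100 nM tunicamycin wells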
m5-HT2A agonist – activates the mouse 5-HT2A serotonin receptor; P35363; CHO-K1 mHTR2A beta-arrestin complementation, luminescence; percent of 30 µM serotonin response; activation, % at 7.6 µM; 0.66% of 360,000 active;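 active means activation above a run cutoff, the mean activation of all tested compounds plus 3 SD, cut at about 14% in these data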;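 further: 0% = plate median of compound wells and 100% = 30 µM serotonin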
H9c2 protect – myocardial damage modulation in H9c2 cells; 0.63% of 360,000 active; H9c2 cardiomyocytes, H2O2 injury protection, ATPLite, 2 h; AID 588492; protection from H2O2 cell death, % at 20 µM;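 active means compounds giving at least 50% protection of heart cells from peroxide-induced death in the single-dose screen, raw or plate-pattern-corrected value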;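 further: 0% = DMSO wells with peroxide and 100% = DMSO wells without peroxide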
The depositor's hits bear a star; ? = inconclusive; . = not tested or not shown.

SMILES	ABCB6 inh MLPCN	aDG glyco act	iPSC survival up	Exocytosis inh	CaV13 ICDI inh	Vif inh	PDI turbidity	Glyco luc inh	m5-HT2A agonist	H9c2 protect
Cc1ccc(C)c(NC(=O)COC(=O)CC2c3ccccc3CCN2S(=O)(=O)c2ccc(F)cc2)c1 (stereo unspecified)	98	0.8	2.3	-2	.	-1	-1	-2	1	2
Cc1ccccc1-c1nc(CS(=O)CC(=O)NCCc2ccc(Cl)cc2)c(C)o1 (stereo unspecified)	96	1.6	-0.5	-8	-7	2	0	-2	-5	1
CCc1ccc(N(CC(=O)NC2CCCCC2)C(=O)CNC(=O)c2ccco2)cc1	93	0.0	0.1	-17	-6	26	-3	1	-3	6
Cc1csc(NC(C)c2nc3cc(C(F)(F)F)ccc3n2CCCO)n1 (stereo unspecified)	87	-0.2	-0.9	6	-9	-4	-2	1	0	-5
Clc1cccc(-c2cc3nc4c(c(N5CCN(c6cnccn6)CC5)n3n2)CCCC4)c1	93	0.6	2.5	4	-2	-5	5	-5	3	38
O=C(CCNC(=O)C1CCN(S(=O)(=O)c2ccccc2)CC1)NCc1cccc(C(F)(F)F)c1	106	-0.1	-0.3	-3	-2	-5	-2	-1	-1	6
Cc1ccc(S(=O)(=O)N2CCCC2)cc1C(=O)N1CCC(C)CC1	102	0.0	-0.3	21	-6	4	-3	1	-1	-1
O=C1c2ccccc2C(O)(c2ncc[nH]2)N1C1CCCCC1 (stereo unspecified)	95	0.1	4.9	-4	-5	0	9	1	4	2
CCN(CC)S(=O)(=O)c1cccc(NC(=O)COC(=O)c2cc(=O)c3ccccc3o2)c1	94	0.1	-0.3	2	-14	0	1	0	-6	7
COc1ccc(CNC(=O)c2ccncc2)cc1	92	0.5	0.0	2	-3	7	-4	0	-6	2
Cn1cccc1Cc1nnc(SCC(=O)Nc2ccccc2F)n1CCc1ccccc1	100	0.6	3.9	-3	-2	7	.	11	-2	0
CNc1cc(N2CCCC2)ccc1[N+](=O)[O-]	94	0.4	-0.2	-1	-4	-2	-6	4	-1	2
O=C(Cc1ccc(NC(=O)C2CCN(C(=O)C3CCC3)CC2)cc1)Nc1cccc(C(=O)N2CCCCC2)c1	93	-0.2	0.3	3	-7	5	2	0	-4	-3
CCn1nnnc1SCC(=O)NNC(=O)C1CCCCC1	95	-0.2	3.0	0	-4	6	-19	-1	5	0
Cc1cc(C)c2c(c1)cc(C)c1nnc(SCC(=O)Nc3ccc(S(=O)(=O)N4CCCCC4)cc3)n12	102	-0.4	-1.2	-1	-5	1	-4	0	-2	-5
O=C(NCc1ccccn1)C(=O)NCC1OCCN1S(=O)(=O)c1ccc(F)cc1 (stereo unspecified)	97	-0.1	-0.1	-4	-2	.	-2	0	-2	6
COc1ccc(-n2c(C)ccc2C)c([N+](=O)[O-])c1	95	-0.4	0.0	-2	5	-2	9	1	-2	-2
C[C@@H]1ON(C)[C@H]2C[C@H]3c4[nH]c5ccccc5c4CCN3C[C@@H]12	107	0.6	2.1	-2	-7	.	-7	2	22*	8
CCOc1ccccc1NC(=O)c1oc2ccccc2c1NC(=O)C1CCCO1 (stereo unspecified)	89	-0.7	-0.7	0	3	-1	2	-7	-4	52*
O=C(c1ccc(Oc2ccc([N+](=O)[O-])cc2Cl)cc1)N1CCCC1	104	0.5	0.0	-1	6	-7	0	0	4	-1
COc1ccc(C(C)=O)cc1Cn1c(C)c(C(=O)NCc2cccc(C)c2)sc1=O	101	-0.1	-2.4	4	-13	-3	13	-1	-7	7
COc1ccc(N2CC(C(=O)Nc3cccc(S(=O)(=O)N4CCCC4)c3)CC2=O)c(OC)c1 (stereo unspecified)	94	-0.1	0.1	2	-15	0	-4	2	-4	0
CC(C)C(=O)N(c1ccc(F)cc1)C1C=CS(=O)(=O)C1 (stereo unspecified)	102	-0.2	-1.3	0	-7	6	5	2	-1	3
CCCCNC(=O)c1nc(-c2ccccc2)oc1-c1ccc(Cl)cc1	.	-0.1	.	-14	-10	.	.	.	0	.
COc1ccc(NC(=O)Nc2ccc3c(c2)C(=O)N([C@@H](C)CO)C[C@@H](C)[C@@H](CN(C)S(=O)(=O)c2cccs2)O3)cc1	97	0.4	-0.4	-4	-11	-10	0	12	4	2
CCOC(=O)c1c(C)[nH]c(=S)c(C#N)c1-c1ccc(Cl)cc1	102	0.7	0.2	2	-5	-2	-1	2	-2	0
O=C(O)CCC(=O)NNC(=O)c1cccc(Cl)c1	100	0.1	-2.5	4	-3	-2	-1	1	1	12
Cc1cc2[nH]c(=S)[nH]c2cc1C	98	-0.5	-1.6	13	-4	-8	5	0	8	13
Cc1cc(NC(=O)CSc2nc3ccccc3c(=O)n2Cc2ccccc2)no1	100	0.3	-2.1	1	-4	6	-4	0	1	-5
COC(=O)CC1C(=O)NCCN1C(=O)c1ccc(Cl)cc1 (stereo unspecified)	155	0.0	-0.3	-10	-4	-5	-5	0	2	1
CC(C)(C)OC(=O)C[C@H]1C/C=C\C[C@H](CC(=O)N[C@H](CO)Cc2ccccc2)C(=O)N[C@H](C(C)(C)C)COC1=O	99	-0.1	-1.1	-14	-10	-2	-3	1	9	19
O=C(CSc1nnc(-c2ccc(O)cc2)o1)Nc1ccccc1Br	95	0.3	-0.3	-6	-4	14	7	-3	3	-3
COc1ccc(N2CCN(Cc3cc(=O)oc4ccc(Cl)cc34)CC2)cc1	96	0.0	0.4	-2	-5	-2	13	2	2	-1
COc1cccc(-c2ccc3c(c2)C2CC3CCN2C(C)=O)c1 (stereo unspecified)	91	-0.1	5.2	0	-6	-11	-6	1	3	5
CC(=O)NC(=S)NNC(=O)COc1ccc(Br)cc1	95	-0.2	2.2	-1	0	21	5	1	3	-4
Cc1ccc(CNC(=O)c2cc(=O)c3ccc(C)cc3o2)cc1	98	0.0	0.2	-5	-14	-18	-4	2	-8	-6
COc1ccc(NC(=O)CCCn2c(=O)oc3ccccc32)cc1Cl	108	0.0	-2.0	-4	11	2	-1	2	4	8
CCc1ccc(C(=O)COC(=O)CNC(=O)c2cccs2)cc1	90	0.1	-1.9	0	-4	.	7	-1	-3	2
CCn1c(NC(=O)Nc2ccccc2OC)nc2ccccc21	107	0.4	1.2	-3	.	-4	-7	1	0	-1
CCCC(=O)N1CC(=O)Nc2ccc(Br)cc2C1c1ccc(F)cc1 (stereo unspecified)	97	-0.1	-0.6	11	-2	-2	7	0	2	2
COc1ccc(CC(=O)n2nc(-c3cccnc3)nc2N)cc1	100	-0.1	4.2	2	.	-2	-5	-4	5	-2
CCCN1Cc2cccc(C(=O)NCCc3ccccc3)c2C1=O	95	0.3	-0.4	1	-10	-13	-2	-1	-1	2
Cc1c(OCC(=O)C(C)(C)C)ccc2c3c(c(=O)oc12)CCCC3	102	0.4	-0.7	48	-9	-2	-3	0	5	-4
CCOc1ccc(C(C)C)cc1S(=O)(=O)N1CCOCC1	95	0.0	-1.8	-3	-4	4	0	-1	8	-2
COc1ccc(C=O)cc1CN1C(=O)c2ccccc2C1=O	102	-0.1	-0.1	3	-1	-2	-2	1	1	16

Two entries from above, set out differently:
canonical_smiles: O=C(CCNC(=O)C1CCN(S(=O)(=O)c2ccccc2)CC1)NCc1cccc(C(F)(F)F)c1
  ABCB6 inh MLPCN = 106
  aDG glyco act = -0.1
  iPSC survival up = -0.3
  Exocytosis inh = -3
  CaV13 ICDI inh = -2
  Vif inh = -5
  PDI turbidity = -2
  Glyco luc inh = -1
  m5-HT2A agonist = -1
  H9c2 protect = 6
canonical_smiles: Cc1ccc(S(=O)(=O)N2CCCC2)cc1C(=O)N1CCC(C)CC1
  ABCB6 inh MLPCN = 102
  aDG glyco act = 0.0
  iPSC survival up = -0.3
  Exocytosis inh = 21
  CaV13 ICDI inh = -6
  Vif inh = 4
  PDI turbidity = -3
  Glyco luc inh = 1
  m5-HT2A agonist = -1
  H9c2 protect = -1

(cont.)
SMILES	ABCB6 inh MLPCN	aDG glyco act	iPSC survival up	Exocytosis inh	CaV13 ICDI inh	Vif inh	PDI turbidity	Glyco luc inh	m5-HT2A agonist	H9c2 protect
Cc1cc(F)ccc1S(=O)(=O)N1CCCOC1CNC(=O)C(=O)NCc1ccco1 (stereo unspecified)	93	-0.2	-0.8	-2	-6	-5	10	2	1	2
Cc1ccc(S(=O)(=O)N2CCCCC2)cc1C(=O)NCCc1ccccc1	101	-0.1	-0.4	-5	-2	.	-12	.	8	-3
CN(C)CCCNC(=O)c1cc(C(=O)c2ccccc2)c[nH]1	98	-0.2	0.9	-2	-7	4	-3	-4	1	-4
COc1ccccc1CNC(=O)Cc1cc(=O)[nH]c(=O)[nH]1	102	0.9	1.7	-3	-5	16	.	0	5	5
CCOC(=O)CN1C(=O)c2ccccc2Sc2ncccc21	101	0.0	0.0	5	-15	2	1	-1	3	5
CC(C)CNC(=O)COc1ncnc2ccccc12	106	0.1	0.0	-1	-5	3	-2	1	8	-2
O=C(N1CCCC1)C12CC3CC(C1)CC(C(=O)N1CCCC1)(C3)C2	101	-0.2	1.8	-1	-1	0	-6	0	-3	1
CCOc1ccc(OCC(=O)NCCc2nc3ccccc3[nH]2)cc1	92	0.0	-0.2	0	-4	-11	-1	2	-8	0
CN(C)S(=O)(=O)c1ccc(C(=O)Nc2nc(-c3ccccc3)c(C(=O)c3ccccc3)s2)cc1	93	-0.4	0.0	-1	-3	-12	-20	0	5	-12
Cc1ccc(C(=O)C(C)OC(=O)c2ccc(Cl)nc2)cc1 (stereo unspecified)	94	0.1	-0.5	2	-5	4	-4	0	-5	5
Cc1c([N+](=O)[O-])cc(C(=O)Oc2cccc(C(=S)N3CCOCC3)c2)cc1[N+](=O)[O-]	97	-0.2	-2.0	14	-15	-5	3	1	2	2
COCCCNC(=O)C[C@@H]1C[C@@]2(C(=O)OC)CC(C)(C)CC=C2N(Cc2ccco2)C1=O	.	-0.3	.	6	-9	.	.	.	2	.
COC(=O)c1ccccc1NC(=O)Cn1cc2c(n1)CCC(C)C2 (stereo unspecified)	97	-0.2	-0.1	-3	-12	-8	.	-1	0	8
O=C1CC(c2ccco2)Cc2nc(N3CCN(Cc4ccc5c(c4)OCO5)CC3)ncc21 (stereo unspecified)	108	-0.3	0.4	5	-4	4	5	0	1	-17
O=C(NCCN1CCN(C(=O)c2cccs2)CC1)C(=O)Nc1ccc(Br)cc1	94	0.4	-2.5	-2	.	-5	14	-1	-5	-5
O=C(c1cc(-c2ccncc2)nc2ccccc12)N1CCN(c2ccccn2)CC1	69*	-0.2	4.5	1	-9	1	0	?	0	21
COc1ccc(NC(=O)c2sc(=O)n(Cc3ccccc3C#N)c2C)cc1OC	96	0.1	-2.4	-7	26	-6	-4	-1	0	-2
O=C(/C=C/c1ccccc1)OCC(=O)c1c[nH]c2ccccc12	98	0.1	-0.1	3	-6	8	-4	0	0	-11
CC(=O)c1ccc(NC(=O)CCC(=O)OCC(F)(F)C(F)F)cc1	98	-0.1	0.9	1	-6	10	-2	2	2	4
CC(=O)NNS(=O)(=O)c1ccccc1[N+](=O)[O-]	92	-0.1	2.4	-5	-2	-1	2	2	4	0
COc1ccc(C(=O)N/C(=C/c2cccnc2)C(=O)N2CCN(C)CC2)cc1OC	101	-0.3	-0.1	-4	-14	22	-12	0	3	3
CC1c2[nH]c3ccccc3c2C[C@H]2C(=O)N(CCCN(C)C)CC(=O)N12 (stereo partly specified)	95	0.0	1.3	-8	-4	-4	19	3	8	7
